# BLM helicase inh: inhibitors of human Bloom syndrome helicase BLM | 350,000 tested, 0.2% active | recombinant BLM DNA unwinding, fluorescence dequenching | P54132 | AID 2528 | Potency, µM (highest dose often 56.1 µM), for the others: at the top dose activity change, negative = inhibition, hits mostly inhibitors;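 also: potency is read from the fitted curve at half-maximal effect; plate controls were vehicle for no effect and no enzyme for full effect; nearly all actives have a fitted effect of over 35% in size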
# POLI inh: inhibitors of human DNA polymerase iota; AID 588590; Potency, µM (series often up to 115 µM), for the others: at the highest dose activity, negative = inhibition, hits mostly inhibitors; 390,000 tested, 1% active; Pol iota fluorescent replication assay, 10 min; also: potency is read from the fitted curve at half-maximal effect
# Target sequence (Q9UNA4 whole entry, looked up): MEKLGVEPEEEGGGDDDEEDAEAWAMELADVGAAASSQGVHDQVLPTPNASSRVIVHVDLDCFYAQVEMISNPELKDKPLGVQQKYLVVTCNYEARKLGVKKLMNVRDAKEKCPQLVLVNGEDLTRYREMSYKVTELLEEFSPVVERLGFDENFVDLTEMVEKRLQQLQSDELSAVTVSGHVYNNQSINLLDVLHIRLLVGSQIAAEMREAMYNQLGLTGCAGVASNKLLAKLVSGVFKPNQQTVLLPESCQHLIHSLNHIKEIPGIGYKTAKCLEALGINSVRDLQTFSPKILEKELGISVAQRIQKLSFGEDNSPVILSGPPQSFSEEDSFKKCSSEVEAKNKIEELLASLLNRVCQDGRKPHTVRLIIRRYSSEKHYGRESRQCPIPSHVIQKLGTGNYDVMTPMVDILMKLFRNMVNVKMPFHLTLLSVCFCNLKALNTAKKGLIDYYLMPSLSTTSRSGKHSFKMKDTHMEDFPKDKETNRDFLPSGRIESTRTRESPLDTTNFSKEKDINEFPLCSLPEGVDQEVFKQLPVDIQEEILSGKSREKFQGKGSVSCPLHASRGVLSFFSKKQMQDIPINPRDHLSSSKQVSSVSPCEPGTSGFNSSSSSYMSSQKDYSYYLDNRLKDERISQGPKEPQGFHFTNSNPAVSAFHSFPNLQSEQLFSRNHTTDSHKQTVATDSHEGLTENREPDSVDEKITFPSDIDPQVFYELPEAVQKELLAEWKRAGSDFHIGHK
#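 Pol iota at 10 nM preincubated 15 min with compounds at room temperature; reaction started with fluorescent substrate, 50 nM final. Fluorescence read kinetically at 0 and 10 min; buffer-only wells as negative control.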
# Pol kappa inh: inhibitors of human DNA polymerase kappa; Potency, µM (top dose mostly 107 µM), for inactives: at the highest dose activity, negative = inhibition, actives largely listed as inhibitors; Q9UBT6; AID 588579; purified Pol kappa, fluorescent DNA synthesis assay, 10 min; 400,000 tested, 0.53% active; also: potency is read from the fitted curve at half-maximal effect; % is scaled to controls: 0 for no effect and ±100 for the full control effect
#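 10 nM Pol kappa was preincubated with compounds for 15 min at room temperature. Reaction started with 50 nM (final) substrate. Fluorescence read kinetically at 0 and 10 min.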
# ALOX12 inh: ALOX12 (human) lipoxygenase inhibition; P18054; purified 12hLO, xylenol orange hydroperoxide absorbance; Potency, µM (series often up to 108 µM), inactives show top-dose activity change, negative = inhibition, usual class: inhibitors; 580,000 tested, 1.1% active; AID 1671190; also: potency is read from the fitted curve at half-maximal effect; % is scaled to controls: 0 for no effect and ±100 for the full control effect
#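 Purified human 12hLO (150 nM final) in 25 mM Hepes, 0.01% Triton X-100, pH 7.0 was preincubated 15 min at room temperature with compound. Then 40 uM arachidonic acid was added, 30 min. Hydroperoxide was read by Fe-XO absorbance ratio 573/405 nm.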
# TRHR ag: activates the human TRH receptor. TRHR cells, calcium flux fluo-8, FDSS agonist mode. activation, % at 2 µM. 360,000 tested, 0.18% active; in the data active = activation above about 30%; also: 0% is about no effect
#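 TRHR-expressing cells loaded with fluo-8 calcium dye; 23 nL library compound pin-transferred, kinetic FDSS fluorescence (Ex 480/Em 530) recorded about 180 s for agonist-induced calcium release, before a 10 nM TRH EC20 addition for potentiator mode.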
# Anesthetic bind: binds horse apoferritin like a general anesthetic; AID 485281; P02791; 350,000 tested, 0.074% active; apoferritin/1-aminoanthracene competitive binding, fluorescence; Potency, µM (series often up to 77.5 µM), without a hit: top-dose activity change, negative = displacement, hits mostly inhibitors; also: potency is read from the fitted curve at half-maximal effect; % is scaled to controls: 0 for no effect and ±100 for the full control effect; nearly all actives have a fitted effect of over 20% in size
# Target sequence (P02791 2-175 limits assumed): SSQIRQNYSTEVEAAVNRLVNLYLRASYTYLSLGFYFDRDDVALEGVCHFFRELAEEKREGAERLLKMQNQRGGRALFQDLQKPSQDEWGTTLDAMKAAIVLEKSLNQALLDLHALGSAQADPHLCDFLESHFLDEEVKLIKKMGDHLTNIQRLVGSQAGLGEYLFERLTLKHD
#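 Horse-spleen apoferritin (10 uM) in 50% saturated 1-aminoanthracene in PBS was incubated 10 min at room temperature with compound. Fluorescence (ex 380, em 535 nm) was normalized to free and bound 1-AMA, with concentration-response fitted by a four-parameter Hill equation.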
# POLB inh: blocks human DNA polymerase beta activity; Pol beta primer extension/strand displacement, fluorescence kinetic; Potency, µM (top dose mostly 114 µM), for the others: at the highest dose activity change, negative = inhibition, usual class: inhibitors; 340,000 tested, 1.3% active; AID 485314; also: potency is read from the fitted curve at half-maximal effect; % is scaled to controls: 0 for no effect and ±100 for the full control effect
#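 Reaction started by 50 nM substrate onto compound-treated Pol beta (10 nM, 15 min preincubation, room temperature); plates read at 0 min and 10 min. Normalized concentration-effect data fitted by four-parameter Hill equation.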
# ERG-DNA inh: ERG Ets/DNA interaction inhibition. fluorescence polarization, His-ERG Ets domain / labelled DNA. P11308. AID 624246. Potency, µM (top dose mostly 76.9 µM), inactives show top-dose FP activity, negative = inhibition, usual class: inhibitors. 370,000 tested, 0.028% active; active = well fitted inhibition curve with a large enough effect in the polarisation, with a control signal flat; inconclusive = small, poorly fitted or top-dose-only effect, or effect the other way, or a change in a side signal; inactive = no such curve, though single readings can be large or run the other way; the % refers to the polarisation;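 also: polarization taken with two DNA probes labelled with fluorescein and Texas red; potency is read from the fitted curve at half-maximal effect; % of control where 0% means no effect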
#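 His-tagged ERG Ets domain (1 uM in the protein solution; 300mM KCl, 50mM Tris-HCl, 1mM EDTA, 1mM DTT, pH 7.5) received compound, then a probe mix of 5 nM fluorescein-DNA and 100nM Texas-615-DNA. Fluorescence polarization was read for both dyes.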
# APE1 inh: APE1 (human) endonuclease inhibition | 350,000 tested, 0.35% active | Potency, µM (doses to about 65.8 µM), for inactives: at the highest dose activity change, negative = inhibition, actives largely listed as inhibitors | recombinant APE1, TAMRA/BHQ-2 abasic DNA cleavage fluorescence;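 also: potency is read from the fitted curve at half-maximal effect; plate controls were vehicle for no effect and reference inhibitor for full effect; nearly all actives have a fitted effect of over 55% in size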
#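 Step 1: APE1 (0.75 nM) with compound, 15 min RT. Step 2: add 50 nM fluorophore/quencher THF duplex. Step 3: three fluorescence reads 60 s apart (525/598 nm); read 3 minus read 1 = reaction progress.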
# * hit, by the source's call; i = inactive; ? = inconclusive; / = no result given; & = joins results of further samples; [ ] = dose if it differs, or a comment. Unless noted, calls follow the shape of the dose curve; as a rule, active = well fitted curve in the direction sought with a large enough effect; inconclusive = small, poorly fitted or top-dose-only effect, or another doubt; inactive = no such curve, though single readings can be large; an effect the other way counts as inactive or inconclusive. A portion of the library; count on the stated rates, not on these rows.
SMILES,BLM helicase inh,POLI inh,Pol kappa inh,ALOX12 inh,TRHR ag,Anesthetic bind,POLB inh,ERG-DNA inh,APE1 inh
CC1(C)NC(=O)N(CC(O)COC2CCCCC2)C1=O (centres undefined),-3%,9%,-7%,0%[57.4 µM],-0.2,0%,6%,-3%,-10%
O=C(COc1ncnc2ccccc12)NC(=O)NCc1ccccc1,-2%,-9%,-5%,-20%,0.3,-19%,32%,5%,-4%
COc1cccc(NC(=O)C2CCCN(S(=O)(=O)c3ccc(-n4cnnn4)cc3)C2)c1 (centres undefined),-2%,5%,-9%,-2%,0.2,?,9%,-5%,-6%
COc1ccc(C2c3sc(=O)[nH]c3SC3C4CCC(C4)C23)cc1OC (centres undefined),1%,2%,-16%,-35%,-0.5,-19%,-9%,-2%,0%
COc1ccc(-n2c(SC)nc3sc4c(c3c2=O)CCN(C)C4)cc1,-2%,25%,-6%,-12%,-0.1,-6%,-12%,3%,65%[activator]
CCCn1c(/C=N/Nc2nc3ccccc3[nH]2)nc2ccccc21,-6%,22%,-13%,11%,0.1,-14%,2%,1%,1%
CSCCC(NC(=O)c1ccccc1Br)C(=O)NNC(=O)c1cc(C)oc1C (centres undefined),/,-7%,11%,-3%,/,/,/,-20%,6%
COC(=O)CSCC(=O)Nc1nnc(-c2ccccc2C)s1,-3%,19%,-1%,4%,-0.3,?,9%,-8%,-4%
COc1ccc(Cc2nnc(SCC(=O)N(C)c3ccccc3)o2)cc1,-5%,43%[activator],-1%,i,-0.4,-22%,0%,6%,-4%
CCn1nc(C)c(CNC(=O)CC2C(=O)NCCN2CC(C)C)c1C (centres undefined),0%,42%[activator],12%,-5%,2.3,-3%,-9%,3%,-2%
COc1ccc(-c2c(C)nn3c(N4CCCCCC4)cc(C)nc23)cc1OC,-9%,-11%,-7%,36%[activator],0.2,81%[activator],-2%,-23%,11%
Cc1ccc(N2CC(C(=O)Nc3nnc(SCCC4OCCO4)s3)CC2=O)cc1C (centres undefined),-12%,?,-12%,-21%,0.2,?,?,0%,3%
O=C(CSc1nnc(-c2cc3ccccc3cc2O)n1Cc1ccco1)c1ccc(F)cc1,-8%,2%,-20%,0%,0.1,?,0%,4%,-10%
COCCN=c1scc(-c2ccc3c(c2)NC(=O)CO3)n1/N=C(\C)c1ccc(O)cc1,-16%,?,-3%,?,-0.6,-15%,30%[activator],1%,4%
COc1ccc(NS(=O)(=O)c2cccc(C(=O)N3CCN(C(=O)c4ccco4)CC3)c2)cc1,/,-9%,6%,351%[activator],/,/,/,13%,39%
O=C(COc1ccc2c3c(c(=O)oc2c1)CCC3)NCCCN1CCCC1=O,5%,34%[activator],2%,9%,0.2,-9%,16%,-1%,6%
Cc1cn(-c2cc(NC(=O)c3ccc(C)c(NC(=O)c4cccc(-c5cn[nH]c(=O)c5)c4)c3)cc(C(F)(F)F)c2)cn1,1%,?,-4%,/,0.2,?,27%,4%,-24%
CCOC(=O)CCSc1nc(C(C)(C)C)cc(C(F)(F)F)c1C#N,-6%,18%,-11%,0%,0.7,6%,0%,2%,2%
COc1ccccc1NC(=O)CSC1=Nc2ccccc2C2=NC(Cc3ccccc3)C(=O)N12 (centres undefined),3%,21%,-5%[60.1 µM],-19%,-1.5,39%[activator],16%,-1%,/
O=C1N[C@@H](c2ccccc2)COC(=O)[C@H](Cc2ccc(F)cc2)C/C=C\C[C@@H]1CC(=O)N(CCO)Cc1ccccc1,/,28%,8%,-8%,/,/,/,8%,27%
Cc1cc(Cl)ccc1NC(=O)Cn1nnc2sc(-c3ccccc3)cc2c1=O,-1%,1%,1%,-10%,1.1,1%,3%,4%,/
Cc1ccccc1-c1nc(CS(=O)(=O)CC(=O)NC(C)c2ccccc2)c(C)o1 (centres undefined),-3%&0%,-6%&2%,-16%&0%,5%&-13%,-0.1&-0.2,-9%&-7%,?,2%&7%,-7%
CC(C)(C)C(=O)[C@@H]1[C@@H]2C(=O)N(Cc3ccccc3)C(=O)[C@@H]2[C@H]2c3ccccc3C=CN12,-12%,/,/,/,-0.9,-17%,2%,/,?
CC(C)Oc1ccc(CNC(=O)CCCn2c(=O)c3cccn3c3ccccc32)cc1,-1%,-5%,-8%,?,-0.2,-8%,5%,0%,/
CC1CCN(C(=O)COC(=O)c2n[nH]c3ccccc23)CC1,0%,-8%,-9%,-1%,-0.1,?,16%,8%,0%
CCc1ccc(N2C(=O)CC(N3CCC(C(=O)OC)CC3)C2=O)cc1 (centres undefined),-3%,33%[activator],-8%,-4%,-0.2,-10%,10%,4%,-1%
CCCCCOc1ccc(/C=C/C(=O)Nc2sc3c(c2C(=O)OCC)CCC3)cc1OC,1%,-17%,-21%,-9%,-0.4,1%,-14%,-9%,/
O=C(CN=C1NC(=O)C(c2ccccc2)(c2ccccc2)N1)NCc1ccc(F)cc1,-5%,22%,-16%,-23%,0.2,3%,3%,/,1%
COc1ccc(Cc2nnc(NC(=O)CSc3ccccc3)s2)cc1,-1%,?,-11%,?,-0.2,8%,?,/,-6%
O=C(OCc1ccc(Br)cc1)c1cccnc1Cl,-7%,34%[activator],-1%,4%,-0.1,6%,-5%,-3%,-2%
Cc1c(C(=O)N/N=C/c2c(O)ccc3ccccc23)nnn1-c1nonc1N,-7%,44%[activator],-1%,-22%,2.4,-2%,24%,2%,64%[activator]
CCCC(=O)Nc1ccc(-c2nc3ncccc3o2)cc1,-4%,?,-10%,3%,0.5,-2%,36%,-5%,14%
O=C(/C=C/c1c(Cl)nc2ccccn12)N1CCN(c2ccccc2F)CC1,-6%,24%,-4%,0%,0.1,-7%,2%,-2%,2%
Cc1ccc(C(C(=O)NC(C)(C)C)N(CC2CCCO2)C(=O)CCC(=O)Nc2ccccn2)cc1 (centres undefined),-3%,142%[activator],-18%,-2%,0.0,-6%,34%,10%,-4%
CCOC(=O)N1CCN(C(=O)c2cc3sccc3n2C)CC1,2%,42%[activator],1%,-22%,0.2,-8%,8%,3%,-12%
Cc1cccc(CN2CCC(C(=O)Nc3cccc(-c4cccc(F)c4)c3)CC2)n1,1%,-15%,-10%,-13%,-0.1,5%,21%,0%,-1%
COC(=O)C(CC(C)C)NC(=O)c1cc(OC)c(OC)c(OC)c1 (centres undefined),-2%,8%,4%,0%,-0.7,1%,-27%,2%,-2%
Cc1ccc2c(C(=O)CN3CCN(C4CCCCC4)CC3)c(C)[nH]c2c1,-9%,-13%,-12%,0%,-0.8,-18%,-18%,1%,-7%

# An excerpt from above with just POLI inh, Anesthetic bind and ALOX12 inh.
mol	POLI inh	Anesthetic bind	ALOX12 inh
Cc1ccccc1-c1nc(CS(=O)(=O)CC(=O)NC(C)c2ccccc2)c(C)o1 (centres undefined)	-6%&2%	-9%&-7%	5%&-13%
CC(C)(C)C(=O)[C@@H]1[C@@H]2C(=O)N(Cc3ccccc3)C(=O)[C@@H]2[C@H]2c3ccccc3C=CN12	/	-17%	/

# Ordered by count of non-hydrogen atoms (low to high): part of the list above.
SMILES,BLM helicase inh,POLI inh,Pol kappa inh,ALOX12 inh,TRHR ag,Anesthetic bind,POLB inh,ERG-DNA inh,APE1 inh
O=C(OCc1ccc(Br)cc1)c1cccnc1Cl,-7%,34%[activator],-1%,4%,-0.1,6%,-5%,-3%,-2%
CCCC(=O)Nc1ccc(-c2nc3ncccc3o2)cc1,-4%,?,-10%,3%,0.5,-2%,36%,-5%,14%
CCOC(=O)N1CCN(C(=O)c2cc3sccc3n2C)CC1,2%,42%[activator],1%,-22%,0.2,-8%,8%,3%,-12%
COC(=O)C(CC(C)C)NC(=O)c1cc(OC)c(OC)c(OC)c1 (centres undefined),-2%,8%,4%,0%,-0.7,1%,-27%,2%,-2%
CCc1ccc(N2C(=O)CC(N3CCC(C(=O)OC)CC3)C2=O)cc1 (centres undefined),-3%,33%[activator],-8%,-4%,-0.2,-10%,10%,4%,-1%
Cc1ccc2c(C(=O)CN3CCN(C4CCCCC4)CC3)c(C)[nH]c2c1,-9%,-13%,-12%,0%,-0.8,-18%,-18%,1%,-7%
O=C(/C=C/c1c(Cl)nc2ccccn12)N1CCN(c2ccccc2F)CC1,-6%,24%,-4%,0%,0.1,-7%,2%,-2%,2%
Cc1c(C(=O)N/N=C/c2c(O)ccc3ccccc23)nnn1-c1nonc1N,-7%,44%[activator],-1%,-22%,2.4,-2%,24%,2%,64%[activator]
Cc1ccccc1-c1nc(CS(=O)(=O)CC(=O)NC(C)c2ccccc2)c(C)o1 (centres undefined),-3%&0%,-6%&2%,-16%&0%,5%&-13%,-0.1&-0.2,-9%&-7%,?,2%&7%,-7%
Cc1cccc(CN2CCC(C(=O)Nc3cccc(-c4cccc(F)c4)c3)CC2)n1,1%,-15%,-10%,-13%,-0.1,5%,21%,0%,-1%
CC(C)(C)C(=O)[C@@H]1[C@@H]2C(=O)N(Cc3ccccc3)C(=O)[C@@H]2[C@H]2c3ccccc3C=CN12,-12%,/,/,/,-0.9,-17%,2%,/,?
CCCCCOc1ccc(/C=C/C(=O)Nc2sc3c(c2C(=O)OCC)CCC3)cc1OC,1%,-17%,-21%,-9%,-0.4,1%,-14%,-9%,/
Cc1ccc(C(C(=O)NC(C)(C)C)N(CC2CCCO2)C(=O)CCC(=O)Nc2ccccn2)cc1 (centres undefined),-3%,142%[activator],-18%,-2%,0.0,-6%,34%,10%,-4%

# Source: PubChem (National Center for Advancing Translational Sciences (NCATS))
